# ROMK primary: human ROMK K+ channel modulation, primary screen; P48048; Tet-inducible ROMK, thallium flux fluorescence; actives lie on both sides; B-score at 10 µM; hit rate 2% among 130,000;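 active = signal ratio slope over the read window, or its plate-corrected B-score, at least 3 SD from the plate mean, either direction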;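 also: B-score of the F/F0 ratio slope over 7 to 12 s after thallium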
# SRC2 TRFRET art: flags TR-FRET format artefacts in PPARgamma SRC-2 recruitment agonist screen; TR-FRET artefact counter-screen; active compounds read high; TR-FRET ratio at 8 µM; hit rate 0.4% among 200,000; AID 1049; in the data active = TR-FRET ratio above about 2000; also: inactives centre near 1500
# S1P3 antag: antagonists of human S1P3 receptor; Q99500; CHO S1P3 NFAT-BLA reporter, FRET fluorescence, antagonist mode; inhibition, % at 4.98 µM; hit rate 0.27% among 170,000; AID 485;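 active = inhibition above the plate cutoff, the mean inhibition of test wells on that plate plus 3 SD, cut at about 28% in these data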;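 also: cells challenged with S1P at its EC80 of 0.8 µM; blue over green emission ratio from cleaved BLA substrate after 4 h stimulation; 0% = S1P-stimulated wells and 100% = unstimulated DMSO-only wells; some compounds past the cut are filed as inactive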
# PPARg SRC-3 ag: agonists of human PPARgamma SRC-3 coactivator recruitment; biochemical PPARgamma/SRC-3 coactivator recruitment assay; activation, % at 8 µM; hit rate 0.26% among 200,000; AID 731; in the data active = activation above about 23%;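 also: 0% = DMSO and 100% = reference agonist; some compounds past the cut are filed as inactive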
# Target sequence (P37231 whole entry, looked up): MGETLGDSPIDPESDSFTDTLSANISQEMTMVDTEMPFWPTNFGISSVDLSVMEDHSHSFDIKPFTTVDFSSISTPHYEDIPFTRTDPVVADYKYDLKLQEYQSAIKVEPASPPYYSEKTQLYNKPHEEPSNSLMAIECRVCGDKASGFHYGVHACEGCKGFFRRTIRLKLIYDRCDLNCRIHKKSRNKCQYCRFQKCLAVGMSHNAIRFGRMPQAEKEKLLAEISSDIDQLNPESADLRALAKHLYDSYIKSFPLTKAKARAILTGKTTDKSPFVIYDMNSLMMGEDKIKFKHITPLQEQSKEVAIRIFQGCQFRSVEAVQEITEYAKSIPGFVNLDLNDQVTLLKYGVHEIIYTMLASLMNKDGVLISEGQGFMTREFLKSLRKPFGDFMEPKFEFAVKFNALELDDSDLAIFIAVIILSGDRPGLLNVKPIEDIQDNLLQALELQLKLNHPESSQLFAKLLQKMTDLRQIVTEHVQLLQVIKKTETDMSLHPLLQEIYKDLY
# PMI act hi M6P: PMI (human) activation, high substrate. P34949. coupled PMI enzyme assay, resazurin fluorescence, 20 min; active compounds read high; 1 = untreated enzyme, 0 = substrate-free blank. activation factor at 20 µM. hit rate 0.34% among 190,000;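 active = activation factor of 2 or more at 20 µM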
# Target sequence (P34949 whole entry, looked up): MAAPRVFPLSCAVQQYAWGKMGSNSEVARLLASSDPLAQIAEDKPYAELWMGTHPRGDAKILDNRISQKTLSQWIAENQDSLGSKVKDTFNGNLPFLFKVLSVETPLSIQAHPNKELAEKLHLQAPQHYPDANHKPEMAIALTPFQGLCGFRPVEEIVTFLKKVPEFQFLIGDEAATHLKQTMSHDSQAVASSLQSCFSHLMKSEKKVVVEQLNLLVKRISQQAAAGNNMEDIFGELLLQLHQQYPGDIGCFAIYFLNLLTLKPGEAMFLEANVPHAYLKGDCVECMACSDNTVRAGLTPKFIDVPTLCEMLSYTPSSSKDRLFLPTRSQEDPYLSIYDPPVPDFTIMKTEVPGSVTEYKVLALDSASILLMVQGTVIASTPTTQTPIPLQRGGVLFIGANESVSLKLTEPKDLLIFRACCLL
#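 Material: human phosphomannose isomerase with PGI, G6PDH, diaphorase coupling enzymes / Reagent: Man-6-P substrate 1.0 mM / Dosing: single compound dose of 20 µM, 1% DMSO final / Incubation: enzyme reaction with compound 20 min at room temperature / Signal: resorufin fluorescence (Ex 544/Em 590 nm) from resazurin via diaphorase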
# PMI activator: activators of human phosphomannose isomerase; P34949; purified human PMI, coupled resazurin fluorescence, 20 min; active compounds read high; 1 = vehicle control, 0 substrate-free wells; activation factor at 20 µM; hit rate 0.005% among 190,000; AID 1214;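 active = activation factor of 2 or more at 20 µM, relative to plate controls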
# PPARg SRC-1 ag: PPARgamma-driven SRC-1 recruitment agonism; P37231; PPARgamma-SRC-1 coactivator recruitment biochemical assay; activation, % at 8 µM; hit rate 0.41% among 200,000; AID 631; in the data active = activation above about 19%;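 also: 0% = DMSO and 100% = reference agonist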
# Diaphorase act: diaphorase activation or chemical reduction counter-screen; activation factor at 20 µM; hit rate 0.005% among 190,000; AID 1229; Diaphorase/resazurin coupled assay, resorufin fluorescence, 16 min; active compounds read high; 1 = vehicle wells, 0 = NADH-free wells;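 active = diaphorase activity raised at least twofold by the compound at 20 µM; inactive = activation factor below 2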
#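 Assay system: Purified diaphorase enzyme from Clostridium kluyveri | Amount: Enzyme 0.07 U/mL final | Dosing: Compound 20 µM once, DMSO 1% | Timing: 16 min reaction at room temperature | Detection: Fluorescence, excitation 544 nm and emission 590 nm | Evaluation: Higher resorufin formation from activation or reduction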
# PPARg SRC-2 ag: promotes SRC-2 coactivator recruitment by human PPARgamma | activation, % at 8 µM | hit rate 0.34% among 200,000 | P37231 | AID 1032 | PPARgamma LBD-SRC-2 recruitment, biochemical; in the data active = activation above about 22%;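 also: 0% = vehicle and 100% = reference agonist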
# G6PDH counter: L. mesenteroides G6PDH inhibition counter-screen | inhibition, % at 5 µM | hit rate 0.12% among 200,000 | Purified L. mesenteroides G6PDH, diaphorase/resazurin coupled fluorescence, 45 min; in the data active = inhibition above about 50%
# Diaph inh CS: counter-screen for diaphorase-based assays: diaphorase inhibitors and chemical oxidizers. diaphorase resazurin-to-resorufin fluorescence, NADH, 16 min; bacterial (C. kluyveri) enzyme, not human. inhibition, % at 20 µM. hit rate 0.69% among 190,000. AID 1217;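 active = primary screen inhibition at 20 µM above a set limit, cut at about 50% in these data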;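 also: plate controls were DMSO with full reaction for no effect and wells lacking NADH for full effect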
#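 Assay system: diaphorase enzyme from Clostridium kluyveri. Quantity: enzyme working solution with 0.14 U/mL diaphorase. Schedule: reaction incubation of 16 min at room temperature. Technique: resorufin fluorescence, excitation 544 nm, emission 590 nm. Controls: No-NADH positive control and DMSO neutral control.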
# * hit, by the source's call; · = no result given; & = joins results of further samples.
SMILES,ROMK primary,SRC2 TRFRET art,S1P3 antag,PPARg SRC-3 ag,PMI act hi M6P,PMI activator,PPARg SRC-1 ag,Diaphorase act,PPARg SRC-2 ag,G6PDH counter,Diaph inh CS
CCOc1cc(C(=O)N2CCC3(CC2)OCCO3)cc(OCC)c1OCC,1.7,1609,11,6,1,1,-9,0.9,8,18,8
Cc1ccc(-n2c(O)c(/C=N/c3ncc(Br)cc3Br)c(=O)[nH]c2=O)cc1,0.4,1544,-4,0,0.9,1,8,0.8,-6,5,23
Cc1nc(Cl)sc1C(=O)Nc1ccc2ccccc2c1,·,1767,9,4,0.9,0.9,2,0.8,7,2,18
Clc1cccc(N2CCNCC2)c1Cl,-3.4,1448,·,-8,1.1,1.1,-9,0.9,-2,2,11
O=C(c1ccccc1)c1cn(CC(=O)N2CCOCC2)c2ccccc12,0.3,1487,-8,3,1,0.8,0,0.9,-4,4,11
Cc1cc(C)[n+](C2C3CC4CC(C3)CC2C4)o1 (centres undefined),0.35,1689,-2,4,1.1,1.2,10,0.9,-3,1,9
CCOC(=O)c1c(-n2c(C)cc(C=C3C(=O)NC(=S)NC3=O)c2C)sc2c1CCCC2,·,1620,·,14,1.8,1.5,9,0.7,6,-21,34
CCCCn1c(O)c(C(CC)=NCc2ccc3c(c2)OCO3)c(=O)[nH]c1=O,-0.59,1665,11,-3,1,0.9,5,0.9,6,-4,14
CC(C)c1ccc(C2N3CCCN23)cc1 (centres undefined),0.92,1415,-3,-5,1,1,-4,1,-6,2,-3
O=C(Nc1nccs1)C(Cl)(Cl)Cl,-1.1,1504,-13,0,1,1,-2,1,-4,3,3
C=CCn1c(O)c(C=Nc2ccc(N(CC)CC)cc2)c(=O)[nH]c1=O,-0.7,1780,·,26*,1,1,8,0.9,18,-21,8
COc1cccc([C@@]2(O)CCCC[C@@H]2CN(C)C)c1,-0.13,1636,7&-8,2,1,1,-2,0.8,8,1,15
CC12CCC3C(CC=C4CC(O)CCC43C)C1C/C(=C\c1ccccc1F)C2=O (centres undefined),·,1627,-6,-5,1,0.9,-2,0.9,6,-10,11
O=Cc1cn(CCCOc2ccccc2)c2ccccc12,-0.79,1525,6,4,0.8,0.9,-6,0.8,4,9,22
CN1CCN(c2ccc(S(C)(=O)=O)cc2[N+](=O)[O-])CC1,0.11,1614,-2,-1,1.1,1.1,-10,1.1,-4,7,-6
O=c1cccc2n1CC1CC2CN(Cc2cccc(Cl)c2Cl)C1 (centres undefined),·,1586,-32,-3,0.9,0.9,-6,0.7,5,6,26
CCC(=NCc1ccc2c(c1)OCO2)c1c(O)n(C2CCCCC2)c(=O)[nH]c1=O,-3.8,1523,25,-5,0.7,0.7,-6,0.7,-11,-18,27
COc1ccccc1OCC#CCN1CCCC(C)C1 (centres undefined),0.035,1591,0,-1,1,1,4,1.1,2,13,-7
O=C(NC(c1ccc(Cl)cc1)P(=O)(Oc1ccccc1)Oc1ccccc1)OCc1ccccc1 (centres undefined),0.6,1649,·,7,1.1,1.1,0,1,-4,6,2
O=c1c2ccccc2[nH]c(=S)n1-c1ccc2c(c1)OCO2,-0.42,1638,1,4,1,1.1,-1,0.8,0,0,17
Cc1c(/C=N/O)c2ccccc2n1C,-0.24,1612,·,8,1,1.1,4,0.9,9,-2,6
CN1CCN(C(=O)COc2ccc(C(C)(C)C)cc2Br)CC1,-1.5,1501,-17,10,0.9,0.9,1,0.8,5,3,17
O=C(C1CCC(=O)N1Cc1ccccc1Cl)N1CCC2(CC1)OCCO2 (centres undefined),0.048,1528,·,-2,1.1,1,0,1,7,-7,4
Cc1c2ccncc2c(C)c2c1[nH]c1ccccc12,·,1611,-18,6,0.9,0.9,27*,1.4,8,5,-36
CSc1ncc(/C=C2/C(=O)NC(=O)N(c3ccc(C)cc3)C2=O)cn1,-0.71,1689,-23,-1,1.2,1.1,-11,1,-1,6,3
CCN(CC)c1nc2c(C)cccn2c(=O)c1C=C1C(=O)NC(=O)NC1=O,·,1565,3,4,1.1,1.1,4,0.9,4,16,10
CCCCc1nc(N2CCNCC2)c(C#N)c2c1CSC(C)(C)C2,·,1516,·,-1,0.9,1,2,0.9,4,-7,6
CC(=O)c1ccc(OC(C)C)c(Cc2c(O)[nH]c(=S)[nH]c2=O)c1,0.0044,1330,-13,1,2.1*,1.5,-4,1,2,13,2
CN(C)c1ccc([P+](=O)c2ccc(N(C)C)cc2)cc1,0.0009,1430,-2,1,1,0.9,4,0.9,-1,3,7
CCCCn1c(O)c(C(C)=Nc2ccc(C(=O)O)cc2)c(=O)[nH]c1=O,·,1566,0,-5,1,1.1,2,1,10,10,2
Cc1cc(N2C(=O)C3CCCN3C2c2cccc(Cl)c2)no1 (centres undefined),·,1533,17,4,1,0.9,6,0.8,4,2,19
O=P(Nc1c(Cl)cccc1Cl)(c1ccccc1)c1nc2c(s1)CCCC2 (centres undefined),·,1461,·,-6,1,1,-5,0.9,-3,5,10
CP(=O)(O)CCCN,0.012,1297,4,-4,1,1.1,-4,0.9,-6,6,13
CN(C)CCN=Cc1c(O)n(-c2cccc(C(F)(F)F)c2)c(=O)[nH]c1=O,·,1552,-9,6,1.1,1.1,-2,1.1,0,3,-14
O=C(Cc1ccccc1)Oc1ccc(N2C(=O)CCC2=O)cc1,-0.052,1560,·,-6,1,1,-2,1,-7,8,5
Cc1cccc(N2C(=O)NC(=O)/C(=C/c3ccc([N+](=O)[O-])o3)C2=O)c1,·,1468,-6,3,0.8,1,-2,0.8,-4,9,25
CN(C)c1cccc2c(C#N)ccc(N(C)C)c12,-0.25,1196,-21,4,0.2,0.2,7,0.3,1,11,72*
O=C(c1ccc(Cl)cc1)C1CCCN(C2CCSCC2)C1 (centres undefined),-0.56,1564,8,5,1,1,7,0.9,0,3,6
CCC(C)NC(=O)c1c(N)n(CCCOC)c2nc3ccccc3nc12 (centres undefined),-1.8,1780,-28,1,0.3,0.4,9,0.6,7,43,41
O=C(c1n[nH]c(=O)c2ccccc12)N1CCC2(CC1)OCCO2,0.088,1592,6,-4,1.1,1.2,-5,1,1,2,4
COc1ccc2[nH]c(C)c(CCN3CCC(=O)C(C)C3C)c2c1 (centres undefined),·,1595,-37,4,0.7,0.9,-3,0.9,6,13,13
CCN1CCN(c2ccc([N+](=O)[O-])cc2C=C2C(=O)NC(=O)NC2=O)CC1,-0.03,1420,10,3,1.4,1.3,1,0.9,-6,13,11
Cn1nc(-c2ccc(OCC(=O)N3CCN(Cc4ccccc4)CC3)cc2)c2ccccc2c1=O,·,1712&1570,3,-6&9,1&1,0.9&1.1,8&4,0.7&0.9,5&0,-17&3,27&12
Cc1ccc2c(c1)C1CN(C)CCC1N2C(=O)Cn1nnc(-c2ccccc2F)n1 (centres undefined),·,1614,-10,-1,0.9,0.9,4,0.8,-1,-2,20
O=C1N(CN2CCOCC2)c2ccccc2C1(O)c1c[nH]c2ccccc12 (centres undefined),·,1568,-5,3,0.9,0.9,-4,0.9,-1,8,11
CCOc1ccc(-n2c(-c3ccoc3)nc3ccccc3c2=O)cc1,1.7,1396,·,-5,1,1,3,1,4,12,0
CN1C[C@H](CNC(=O)OCc2ccccc2)C[C@@H]2c3cccc4c3c(cn4C)C[C@H]21,·,1667,6,0,0.4,0.8,4,0.7,7,31,30
N#CCCn1cc(C(=O)Nc2ccccc2Cl)c(-c2ccc([N+](=O)[O-])cc2)n1,-0.55,1580,-9,1,0.9,1,3,0.8,8,7,20
Cc1nc2ncnn2c(C)c1CCC(=O)N1CCC2(CC1)OCCO2,·,1736,-15,-1,0.9,0.9,9,0.9,10,4,7
CCOc1ccc(N=Cc2c(O)n(C(C)(C)C)c(=O)[nH]c2=O)cc1,0.46,1554,·,5,0.9,0.8,2,0.9,2,6,8
NCCc1nc2ccccc2s1,0.029,1559,-6,1,1.1,1,-4,1,-2,9,1
CCCN(CC#CCO)CCC,-1.5,1574,·,-8,1,1,7,1,6,3,-2
Nc1ccccc1C(=O)OC1CSC1,1.1,1537,-15,-6,1,0.9,8,0.9,-3,-1,7
Cc1sc2c(c1C)C(c1ccc(C(C)(C)C)cc1)=NCC(=O)N2CC(=O)Nc1nccs1,·,1496,·,0,0.9,0.8,3,0.8,13,13,23
CCC(=O)N1N=C2C3CCN(CC3)C2C1c1ccc(C)cc1 (centres undefined),0.92,1632,-15,3,1,1,6,0.9,15,24,6
CC(C(=O)c1c[nH]c2ccccc12)N1CCSCC1 (centres undefined),·,1466,·,-4,1,0.9,5,0.9,-2,1,7
O=C(CSC1c2ccccc2-c2ccccc21)N/N=C/c1ccccc1,1.3,1371,·,8,0.9,0.9,-3,0.8,5,2,16
COc1cccc(CNCCc2c[nH]c3ccccc23)c1OC,-0.16,1718,8,1,0.9,1.1,6,1,0,5,-1
CCC(C(=O)N1CCC2(CC1)OCCO2)c1ccccc1 (centres undefined),·,1546,4,4,1,1,2,1,3,1,2
COC(=O)OCC12CCC(O1)C1(C)C(=O)OCC21 (centres undefined),0.24,1487,6,-1,1,1,-1,1,-7,4,-1
CC(=O)C1=C(C)OC(N)=C(C(=O)OC(C)C)C12C(=O)Nc1ccccc12 (centres undefined),0.47,1661,-18,2,1,0.9,2,0.9,5,-1,6
O=c1oc2ccccc2c(O)c1C(c1ccc([N+](=O)[O-])cc1)c1c(O)c2ccccc2oc1=O,0.58,1523,11,-1,0.9,1,-2,0.8,3,4,25
N=C1c2ccccc2CN1NC(=O)c1ccccc1,-0.22,1730,-13,-1,1,0.9,7,1,7,16,-5

# Among those listed so far, 3 contain fluorine:
SMILES,ROMK primary,SRC2 TRFRET art,S1P3 antag,PPARg SRC-3 ag,PMI act hi M6P,PMI activator,PPARg SRC-1 ag,Diaphorase act,PPARg SRC-2 ag,G6PDH counter,Diaph inh CS
CC12CCC3C(CC=C4CC(O)CCC43C)C1C/C(=C\c1ccccc1F)C2=O (centres undefined),·,1627,-6,-5,1,0.9,-2,0.9,6,-10,11
CN(C)CCN=Cc1c(O)n(-c2cccc(C(F)(F)F)c2)c(=O)[nH]c1=O,·,1552,-9,6,1.1,1.1,-2,1.1,0,3,-14
Cc1ccc2c(c1)C1CN(C)CCC1N2C(=O)Cn1nnc(-c2ccccc2F)n1 (centres undefined),·,1614,-10,-1,0.9,0.9,4,0.8,-1,-2,20

# Screens from PubChem BioAssay.

# An excerpt (hit frequency here may not be typical).
